Screens from PubChem BioAssay.
West Nile antiviral – West Nile virus antiviral activity, cell-based, CPE readout (AID 1621). West Nile virus-infected cells, CPE inhibition; higher % means a stronger effect. CPE inhibition, % at 10 µM, or IC50 in µM where a hit was titrated. actives 0.02% (n = 290,000); in the data active means a potency from the dose series; inconclusive means CPE inhibition mostly from about 3.7% at the one dose, without a potency; inactive means the rest, 99 in 100 with CPE inhibition below about 2.2%; further: strong numbers were not always called active
Siah-1 displacement – Siah-1 peptide-binding antagonists, primary screen, biochemical, fluorescence polarization, rhodamine-plectin, uHTS (AID 1817) | E3 ubiquitin-protein ligase SIAH1 (Homo sapiens) | Siah-1 / rhodamine-plectin peptide fluorescence polarization; higher % means a stronger effect | displacement, % at 20 µM, or IC50 in µM where a hit was titrated | actives 0.02% (n = 290,000);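 active means displacement of at least 50% at 20 µM, with a fluorescence ratio check between 0.3 and a set limit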;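 further: plate controls were Siah plus tracer with DMSO for no effect and tracer alone without Siah for full effect; strong numbers were not always called active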
UTI89 phage lysis – inhibition of K1F phage lysis, E. coli UTI89, bacterial capsule biogenesis inhibitors, alamar blue (AID 488966). one-dose inhibition, % at 100 µM; IC50 in µM for titrated hits. actives 0.02% (n = 340,000). E. coli UTI89 K1F phage lysis, alamar blue, 2 h; higher % means a stronger effect;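 active means phage lysis inhibition, versus mean bacterial control, above a set limit; inconclusive means no clear call, values can overlap the other calls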;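 further: capsule biogenesis inhibitors block K1F phage lysis so surviving cells raise fluorescence; higher fluorescence means more inhibition of phage lysis; actives were called in the ten point dose series up to 300 µM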
RSV antiviral HEp-2 – RSV antiviral activity via CPE protection, HEp-2 cells, primary 10 µM value included (AID 2391); HEp-2 cells, RSV-induced CPE inhibition; higher % means a stronger effect; one-dose CPE inhibition, % at 10 µM; IC50 in µM for titrated hits; actives 0.13% (n = 310,000); in the data active means a potency from the dose series; inconclusive means CPE inhibition mostly from about 23% at the one dose, without a potency; inactive means the rest, 99 in 100 with CPE inhibition below about 21%; further: strong numbers were not always called active
NS5 inhibitors – Dengue-2 NS5 methyltransferase inhibitors, primary screen, biochemical, confirmation dose response (AID 588689). Dengue-2 NS5 methyltransferase capping enzyme assay, biochemical; higher % means a stronger effect. Genome polyprotein (Dengue virus type 2 (strain 16681-PDK53)). inhibition, % at 25 µM, or IC50 in µM where a hit was titrated. actives 0.3% (n = 340,000); in the data active means a potency from the dose series; inconclusive means inhibition above about 29% without an active follow-up result
SV40 large T antigen – SV40 large T antigen inhibitors, biochemical (AID 1903). inhibition, % at 20 µM; hits with a dose series show IC50 in µM. actives 0.39% (n = 310,000). SV40 large T antigen ATPase/helicase inhibition assay; higher % means a stronger effect; in the data active means a potency from the dose series; inconclusive means inhibition mostly from about 32% at the one dose, without a potency; inactive means the rest, 99 in 100 with inhibition below about 32%; further: strong numbers were not always called active
NTR1 agonist – agonists of NTR1, primary screen, imaging, U2OS cells, beta-arrestin-GFP, high content (AID 493036); activation, % at 20 µM; Neurotensin receptor type 1 (Homo sapiens), P30989; NTR1-U2OS beta-arrestin-GFP spot imaging, agonist mode; actives 0.17% (n = 330,000);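 active means activation at or above 40% of the spot to cytoplasm intensity ratio, with at least 20 cells analyzed; inconclusive means wells under 20 cells, flagged as cytotoxic or low count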;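 further: 0% = DMSO without peptide and 100% = 100 nM NTR1 peptide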
Target sequence (P30989 whole entry, looked up): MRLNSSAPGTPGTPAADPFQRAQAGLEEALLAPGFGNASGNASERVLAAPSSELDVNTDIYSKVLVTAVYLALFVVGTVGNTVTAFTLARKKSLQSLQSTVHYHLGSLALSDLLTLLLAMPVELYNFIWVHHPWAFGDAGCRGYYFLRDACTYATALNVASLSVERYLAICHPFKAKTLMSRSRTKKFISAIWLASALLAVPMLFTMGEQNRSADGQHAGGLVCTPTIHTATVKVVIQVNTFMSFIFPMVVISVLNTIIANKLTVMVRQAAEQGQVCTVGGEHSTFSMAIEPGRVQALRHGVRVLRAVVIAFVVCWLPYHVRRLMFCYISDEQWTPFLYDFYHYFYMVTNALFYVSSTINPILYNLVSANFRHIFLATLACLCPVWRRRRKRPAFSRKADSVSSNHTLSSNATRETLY
AID2073 – inhibitors of Mint1-CaV2.2 protein interaction, biochemical, HTRF (AID 2073). inhibition, % at 20 µM, or IC50 in µM where a hit was titrated. actives 0.19% (n = 290,000). Voltage-dependent N-type calcium channel subunit alpha-1B (Homo sapiens). HTRF protein-protein interaction, Mint1-CaV2.2; higher % means a stronger effect; in the data active means inhibition mostly above about 51%, no sharp cut-off; inconclusive means no clear call, values can overlap the other calls; inactive means mostly below about 53%; further: some results filed as inactive read as strong as hits
Rac1 GTP hydrolysis – MgcRacGAP GTPase-activating activity inhibitors, confirmation, biochemical, ADP Hunter fluorescence; MgcRacGAP-stimulated Rac1 GTP hydrolysis, ADP Hunter fluorescence; higher % means a stronger effect; GST-tagged Rac1 F28L mutant substrate; actives 0.6% (n = 340,000); Rac GTPase-activating protein 1 (Homo sapiens); inhibition, % at 30 µM; hits with a dose series show IC50 in µM;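 active means first-screen hits whose inhibition reached a set limit at any dose in the follow-up dose series; inconclusive means inhibition above the set first-screen limit but never retested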;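 further: fluorescence reports GDP produced by GAP-driven GTP hydrolysis; strong numbers were not always called active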
NTR1 agonist cell count 20 µM – also measured in NTR1 agonist; calls as there; cell count; measured here: cell count, cytotoxicity flag
NS5 inhibitors pilot replicate – also measured in NS5 inhibitors; calls as there; inhibition, %; measured here: pilot screen replicate inhibition
Numbers without * were called inactive; ? = inconclusive; · = no result given; [ ] = remark or other dose.

SMILES | West Nile antiviral | Siah-1 displacement | UTI89 phage lysis | RSV antiviral HEp-2 | NS5 inhibitors | SV40 large T antigen | NTR1 agonist | NTR1 agonist cell count 20 µM | AID2073 | Rac1 GTP hydrolysis | others
O=C1c2ccccc2C(=O)N1CCCc1nc2ccccc2c(=O)n1Cc1ccco1 | -0.2% | 1% | 0.6% | 1.0% | 0% | · | 3.7 | 62 | -5% | 2%
CCC(C)(C)n1nnnc1C(c1cc2ccc(OC)cc2[nH]c1=O)N1CCc2ccccc21 (stereo unspecified) | 2.0% | -2% | 1.9% | 11% | 1% | -3% | 7.6 | 60 | 19% | 2%
C=CCn1c(SCC(=O)N(C)C)nc2sc3c(c2c1=O)CCC3 | -0.5% | 0% | 0.1% | -0.2% | -11% | 8% | 1.5 | 61 | -5% | 6%
Cc1nn(Cc2ccccc2)c(C)c1NC(=O)CCCn1nc([N+](=O)[O-])c(Cl)c1C | -1.6% | 6% | 0.0% | -0.3% | -5% | -32% | 1.2 | 47 | 6% | -12%
Cn1nc(-c2ccccn2)nc2c(=O)n(C)c(=O)nc1-2 | 0.2% | 0% | -1.1%[50 µM] | -3.8% | 14% | 2% | -0.3 | 73 | 0% | -10%
Cn1c(Cc2cccs2)nnc1SCC(=O)N1CCCc2ccccc21 | -0.1% | 0% | 8.4% | 3.0% | 2% | 4% | -0.7 | 51 | 5% | 2%
COc1ccc(NC2CS(=O)(=O)CC2NCc2ccccc2)cc1 (stereo unspecified) | 0.2% | -4% | 0.2% | -0.6% | -4% | 21% | 0.1 | 63 | -7% | 3%
Oc1cc(Nc2ccncc2)cc2cccnc12 | · | · | 1.6% | · | -2% | · | 0.9 | 60 | · | 9%
Cc1ccc(NC(=O)Nc2cccc(Cl)c2)c(C(=O)O)c1 | 0.3% | 0% | 0.0% | -1.3% | 7% | 16% | 0.7 | 85 | 17% | 8%
CC1(C)NC(=O)N(CC(O)CN2CCCC2)C1=O (stereo unspecified) | 0.0% | 4% | 0.4% | 1.3% | 3% | 1% | 0.1 | 67 | -6% | 6%
NC(=O)c1nsc(C(=O)N(Cc2cccnc2)C(C(=O)NCc2ccccc2)c2ccc(O)cc2)c1N (stereo unspecified) | 0.3% | 2% | 0.1% | 1.1% | -6% | 13% | 2.4 | 40 | 3% | 4%
COc1ccc(-n2c3c(cc(C#N)c2=O)C(=O)CCC3)cc1 | 0.2% | -9% | 0.2% | 0.7% | -2% | 1% | 1.4 | 60 | 6% | 3%
CCN1CCN(S(=O)(=O)c2c(C)cc(C)cc2C)CC1 | -1.0% | 0% | 0.3% | -0.5% | -3% | 0% | 0.9 | 56 | 12% | 7%
O=C(CN1C(=O)CCOc2ccccc21)Nc1ccc(Cl)c(S(=O)(=O)N2CCOCC2)c1 | · | · | 0.9%[50 µM] | 1.3% | -4% | · | 0.8 | 47 | · | 8%
COc1ccc(CNC(=O)CCCn2ccc3cc(S(=O)(=O)N4CCCC4)ccc32)cc1 | -0.2% | 12% | 0.0% | 2.2% | 3% | 9% | -1.2 | 67 | -1% | -3%
CC(=O)Nc1cc(C)c2nc(NC(C)=O)sc2c1 | 0.1% | 0% | -0.4% | 0.2% | -14% | 6% | -0.5 | 62 | -9% | 20%
Brc1cc2c(cc1/C=N/Nc1nc(N3CCCCC3)nc(N3CCCCC3)n1)OCO2 | -0.3% | 0% | · | · | · | -11% | · | · | 34% | ·
CC(NC(=O)CSc1nc2c(cc1C#N)CN(C)CC2)c1ccccc1 (stereo unspecified) | 0.2% | 2% | -0.6% | -1.7% | -9% | -14% | 1.0 | 85 | 44% | 11%
Cc1cc(NC(=S)N(Cc2cccc(Br)c2)CC2CCC(C(=O)O)CC2)ccc1Cl (stereo unspecified) | -0.1% | -2% | 0.3% | · | -7% | 14% | · | · | ? | 4%
CCOC(=O)CSc1nc(C)c(C(C)=O)cc1C#N | 0.2% | -6% | 0.7% | 2.7% | -3% | -7% | -2.4 | 81 | -6% | 2% | NS5 inhibitors pilot replicate=5.5
O=C1c2ccccc2N2C(=O)c3ccccc3C2N1O (stereo unspecified) | 0.1% | -1% | 0.4% | 2.0% | 2% | 20% | -1.0 | 37 | 4% | 12%
C[C@@H](C(=O)NC1CCN(Cc2ccccc2)CC1)N1C(=O)N2CCc3c([nH]c4ccccc34)[C@@]2(C)C1=O | -1.0% | 4% | -0.3% | · | 0% | 16% | 0.6 | 77 | -6% | -3%
CCNc1nc(NCC)nc(N/N=C/c2ccc(O)c(OC)c2)n1 | 0.6% | -3% | 0.1% | 0.4% | 5% | 11µM* | 0.8 | 63 | -8% | ?
CC1(C)CC(=O)C(/C=N/n2c(C(F)(F)F)nc3ccccc3c2=O)=C(O)C1 | -0.3% | 1% | 1.1% | 0.5% | -3% | 15% | 0.7 | 48 | 1% | 1%
CCCCn1c(N)c(N(C)C(=O)c2ccc(OCC3CCCO3)cc2)c(=O)[nH]c1=O (stereo unspecified) | · | · | 0.3%[50 µM] | 1.0% | -10% | · | -2.6 | 48 | · | 1%
(more compounds)
SMILES | West Nile antiviral | Siah-1 displacement | UTI89 phage lysis | RSV antiviral HEp-2 | NS5 inhibitors | SV40 large T antigen | NTR1 agonist | NTR1 agonist cell count 20 µM | AID2073 | Rac1 GTP hydrolysis | others
CCOC(=O)/C(C#N)=C\c1cn(C)c2ccccc12 | 0.0% | 1% | -0.5% | 2.9% | 1% | · | 2.4 | 98 | 4% | 10%
Cc1c(Cl)ccc2c1NC(=O)[C@]21N[C@@H](CCC(N)=O)[C@H]2C(=O)N(c3ccc(F)cc3)C(=O)[C@H]21 | 0.0% | -3% | 1.2% | 3.5% | -5% | 20% | -0.8 | 77 | 5% | 6%
COc1ccc(/C=C/C=C2\NC(=S)NC2=O)cc1 | 2.4% | 6% | -3.0% | -0.4% | -2% | 7% | 2.8 | 48 | -3% | 2%
Cc1ccsc1/C=N/NC(=O)C1CC(=O)N(c2ccccc2)C1 (stereo unspecified) | -0.1% | 1% | 3.2% | 4.4% | -2% | 17% | 4.2 | 50 | 2% | 3%
Cc1ccc(C(=O)N2CCN(C(=O)CN3CCOCC3)C2)cc1 | -0.4% | 2% | 0.3% | 0.6% | -2% | 12% | -0.9 | 57 | -3% | 0%
COc1ccc(CCN(C)C(=O)Cn2c(=O)oc3ccccc32)cc1OC | 0.1% | -2% | -0.1% | 1.3% | 15% | -3% | 1.1 | 47 | 14% | -2%
Cc1nn(C)cc1CN(C)C(=O)c1cc(COc2ccc(F)cc2F)on1 | -0.5% | 9% | 0.2% | -0.3% | 4% | 3% | -0.6 | 92 | -5% | 4%
COc1ccc([C@H]2CC(=O)C=C(c3ccc(C)cc3)C2)cc1OC | · | · | -1.0% | 0.5% | -7% | · | 2.7 | 44 | · | 4%
Cc1cccc(CC2SC(N)=NC2=O)c1 (stereo unspecified) | 1.0% | -4% | 0.2% | -1.0% | 1% | 3% | -0.5 | 46 | 23% | 10%
COC(=O)C1=C(C)N(CCCC(=O)O)C(=O)NC1c1ccc(Br)cc1 (stereo unspecified) | 0.3% | 1% | 1.9% | 1.2% | -4% | 11% | -2.7 | 89 | -3% | 5%
COc1ccc(CN(C)CC(O)COc2ccc(C(=O)c3ccccc3)cc2)c(OC)c1OC (stereo unspecified) | -1.3% | -5% | -0.1% | 4.7% | -4% | 4% | 4.8 | 39 | 6% | -3%
N#CC1=C2SCC(O)(c3ccccc3)N2C(=O)CC1c1ccccc1F (stereo unspecified) | 1.2% | 1% | 1.8% | -0.6% | -2% | 11% | -0.5 | 80 | 24% | 5%
CCCOc1ccccc1Cn1c(=O)oc2ccccc21 | -0.7% | -4% | 2.6% | 0.9% | 13% | -3% | 1.5 | 48 | 14% | 10%
O=c1c(-c2ccc(O)cc2)coc2c(C3O[C@H](CO)[C@@H](O)[C@H](O)[C@H]3O)c(O)ccc12 (stereo partly specified) | 0.0% | 3% | 0.1% | 1.3% | -5% | 24% | -1.2 | 50 | 26% | 10%
Cc1c(C)c2ccc(OCC(=O)N[C@@H](Cc3ccccc3)C(=O)O)cc2oc1=O | 0.1% | 0% | 4.3% | 0.0% | 1% | 10% | · | · | 13% | 7%
COc1ccc(S(=O)(=O)Nc2nnc(CC(C)(C)C)s2)cc1 | 0.1% | -1% | 0.5% | 2.5% | -1% | 6% | -1.8 | 59 | 4% | 1%
CN1C=CC=C/C1=C1/N=C(c2ccccc2)OC1=O | 0.4% | 0% | 0.2% | 1.9% | 0% | 12% | 1.2 | 45 | 3% | 2%
CC(=O)c1sc(NC(=O)c2cc(-c3ccccc3)nn2-c2ccccc2)nc1C | -1.5% | 2% | 1.7% | 15% | -9% | 9% | 4.5 | 79 | 38% | 8%
CCOc1ccc2nc(SCC(=O)NC(=O)C(C)C)sc2c1 | -0.4% | 0% | -0.1% | · | -1% | 1% | · | · | -8% | 1%
COc1ccc(-c2c(C#Cc3ccsc3)c3cc(-c4ccc5cc[nH]c5c4)ccc3n2C)cc1 | · | · | 0.5% | · | 3% | · | -1.9 | 53 | · | 9%
CNc1nc(Sc2ccccc2)cc(C(F)(F)F)n1 | 0.8% | 3% | 0.2% | 9.8% | -6% | 2% | 3.9 | 75 | 1% | 3% | NS5 inhibitors pilot replicate=-4.5
Cc1ccc(F)cc1S(=O)(=O)Nc1cccc(C(=O)N2CCCC(C(N)=O)C2)c1 (stereo unspecified) | · | · | 0.7%[50 µM] | 1.7% | -1% | · | 12 | 67 | · | 3%
CCCN(CCC)c1cc(Cl)nc(N)n1 | -0.7% | 4% | 0.6% | 1.8% | · | -1% | 3.0 | 52 | 18% | 6%
CCOC(=O)c1c(NC(=O)Cn2cnc3scc(-c4ccc(C)cc4)c3c2=O)sc(C)c1C | -1.6% | 6% | -0.1%[50 µM] | 1.6% | -5% | -2% | 3.9 | 77 | 13% | -3%
CCCN1CCN(CCCNC(=O)Cn2nc(-c3ccc(C)cc3)ccc2=O)CC1 | -0.1% | -3% | 0.2% | -1.1% | -3% | 15% | 1.4 | 35 | 2% | 11%
Cn1c(=O)c2c(nc(NCCO)n2CCc2ccccc2)n(C)c1=O | -0.9% | -1% | -0.1% | 2.8% | -2% | -26% | 0.0 | 42 | -4% | 4%

Outcome played no part in choosing rows; any-hit rate near 1.6%.
